Screening results from PubChem BioAssay.
LEDGF integ inh: blockers of LEDGF/p75-dependent integrase strand transfer – biochemical, TR-FRET, high throughput, primary screen | inhibition, % at 3.7 µM | TR-FRET IN-LEDGF/p75 DNA integration, Eu/Cy5 | 370,000 tested, 0.64% active;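 active = inhibition above the screen-wide mean plus 3 SD, cut at about 13% in these data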;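 note: signal is the Cy5 over europium emission ratio at 671 and 618 nm; 0% = plate median of compound wells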
UHRF1 binding: UHRF1 methylated DNA binding inhibitors, primary screen, counter-screen for MBD2 inhibitor project, biochemical, TR-FRET, human UHRF1, single concentration; AID 687016, 2013; inhibition, % at 4.4 µM; UHRF1 binding to methylated oligo; 370,000 tested, 0.75% active; in the data active = inhibition above about 21%;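 note: UHRF1 SRA domain binding a hemimethylated CpG hairpin DNA probe; 0% = median of test compound wells and 100% = reference inhibitor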
rCAG RNA binder: binders of r(CAG) RNA repeats, primary screen, biochemical, fluorescence; r(CAG) RNA repeat, TO-PRO-1 dye displacement fluorescence; inhibition, % at 3 µM; 370,000 tested, 1.3% active; AID 651821, 2012;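 active = inhibition above the plate cutoff, the mean of all test compounds on that plate plus 3 SD, cut at about 35% in these data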;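 note: 0% = DMSO alone and 100% = 100 µM mitoxantrone as full dye displacement; higher means more dye released from RNA so lower well fluorescence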
mABHD4 FP: ABHD4 inhibitors, primary screen, biochemical, fluorescence polarization, mouse. (Lyso)-N-acylphosphatidylethanolamine lipase (Mus musculus), Q8VD66. purified mABHD4, FP-Rh probe fluorescence polarization. inhibition, % at 8.92 µM. 370,000 tested, 0.54% active;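 active = inhibition exceeding the mean over every tested compound plus 3 SD, cut at about 30% in these data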;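 note: 0% = plate median of compound wells and 100% = S159A mutant with DMSO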
Target sequence (Q8VD66 whole entry, looked up): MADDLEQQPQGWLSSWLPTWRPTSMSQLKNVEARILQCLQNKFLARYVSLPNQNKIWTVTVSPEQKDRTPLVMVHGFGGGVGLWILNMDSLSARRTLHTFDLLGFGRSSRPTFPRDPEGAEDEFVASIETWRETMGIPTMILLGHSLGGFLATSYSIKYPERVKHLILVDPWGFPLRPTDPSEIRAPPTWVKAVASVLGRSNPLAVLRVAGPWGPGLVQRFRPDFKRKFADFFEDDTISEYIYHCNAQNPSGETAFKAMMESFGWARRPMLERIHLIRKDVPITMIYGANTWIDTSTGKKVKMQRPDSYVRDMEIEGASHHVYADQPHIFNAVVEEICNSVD
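system = mouse ABHD4 enzyme, wild type | medium = HEPES pH 7.0, NaCl, Pluronic buffer | also added = FP-Rh probe | incubation = Enzyme–compound pre-incubation 45 min, then probe 60 min, both 25 °C | technique = fluorescence polarization, excitation 525 nm, emission 598 nm, BODIPY TMR filters | controls = S159A mutant high control, sample median low control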
HTRA1 inhibitor: HTRA1 serine protease inhibitors, primary screen, biochemical, fluorescence polarization, HTS | Q92743 | recombinant HTRA1, FP-rhodamine activity-based probe | inhibition, % at 5.96 µM | 340,000 tested, 0.5% active; in the data active = inhibition above about 36%;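 note: 0% = enzyme with DMSO and 100% = wells lacking enzyme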
Target sequence (Q92743 whole entry, looked up): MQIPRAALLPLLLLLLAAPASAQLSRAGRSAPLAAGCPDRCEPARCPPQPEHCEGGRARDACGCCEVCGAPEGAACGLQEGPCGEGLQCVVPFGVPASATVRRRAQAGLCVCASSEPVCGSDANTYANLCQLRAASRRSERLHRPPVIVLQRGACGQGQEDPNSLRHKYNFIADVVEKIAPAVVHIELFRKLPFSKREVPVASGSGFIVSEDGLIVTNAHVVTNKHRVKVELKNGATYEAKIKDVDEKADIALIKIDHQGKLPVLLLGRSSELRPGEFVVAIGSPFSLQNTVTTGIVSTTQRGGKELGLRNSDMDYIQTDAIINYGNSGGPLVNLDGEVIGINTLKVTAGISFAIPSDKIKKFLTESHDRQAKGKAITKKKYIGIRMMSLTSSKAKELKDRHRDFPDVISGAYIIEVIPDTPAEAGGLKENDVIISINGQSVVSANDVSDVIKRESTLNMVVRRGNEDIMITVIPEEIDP
TCR-CD3 inh: inhibitors of human TCR-CD3 interaction, primary screen, biochemical, fluorescence, TAMRA-labeled TCR probe; T-cell receptor (TCR); inhibition, % at 9.4 µM; 360,000 tested, 0.37% active; in the data active = inhibition above about 19%;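 note: recombinant mutant TCR 2C K166C tagged with TAMRA read by polarization; 0% = receptor in buffer alone and 100% = receptor with positive control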
PG9 binder: binders of HIV-1 gp120 antibody PG9, primary screen, biochemical, TR-FRET; TR-FRET gp120-PG9 antibody binding; HIV-1 gp120 / PG9 antibody interaction; 360,000 tested, 0.43% active; inhibition, % at 6.7 µM; in the data active = inhibition above about 8.5%
MBD2 inh: inhibitors of MBD2 binding to methylated DNA, primary screen, biochemical, TR-FRET, DNA-binding domain, human | AID 686964, 2013 | MBD2 binding to methylated oligonucleotide | 370,000 tested, 0.31% active | inhibition, % at 4.4 µM | Methyl-CpG-binding domain protein 2 (Homo sapiens), Q9UBB5; in the data active = inhibition above about 13%
Rev-erbA mod: modulators of Rev-erb alpha DNA binding, primary screen, biochemical, FITC-DNA, fluorescence polarization, uHTS; Rev-erbα–FITC-DNA binding, 90 min; activity, % at 10 µM; 370,000 tested, 0.79% active;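 active = activity above about 14%, limit read from the data; passing the limit was not always enough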;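 note: 0% = DMSO wells with 35 nM protein and 100% = DMSO wells with 750 nM protein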
PRMT1 FP inh: PRMT1 methyltransferase inhibitors, primary screen, biochemical, fluorescence polarization; AID 652257, 2013; inhibition, % at 2.79 µM; Protein arginine N-methyltransferase 1 (Homo sapiens), Q99873; recombinant PRMT1, activity-based probe fluorescence polarization; 370,000 tested, 1.3% active;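 active = inhibition above about 21% made by adding two undisclosed values, limit read from the data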
Active calls of the source: *; · = not tested or not shown. Only part of the results is shown; count on the stated rates, not on these rows.

SMILES	LEDGF integ inh	UHRF1 binding	rCAG RNA binder	mABHD4 FP	HTRA1 inhibitor	TCR-CD3 inh	PG9 binder	MBD2 inh	Rev-erbA mod	PRMT1 FP inh
O=C(O)Cc1sc(NC2CCCCC2)nc1-c1ccc(Cl)cc1	-5	2	7	-12	-26	-14	-1.2	-1	4	-8
COc1ccc(C(=O)Nc2ccc(-c3nnn(CC(=O)N4CCN(C(=O)c5ccco5)CC4)n3)cc2)cc1	1	1	10	-2	-21	4	-0.1	4	7	0
Cc1ccccc1NNC(=O)C(=O)NNc1ccccc1C	1	1	0	6	8	-1	-2.4	-3	-3	2
COc1ccc(OC)c(C(=O)COC(=O)c2ccc(C)o2)c1	13	18	0	14	-11	-9	-0.1	5	-1	2
CCOc1ccc(N2C(=O)C3C4C=CC(CC4)C3C2=O)c([N+](=O)[O-])c1 (configuration not stated)	2	0	0	5	15	-6	-1.5	4	-3	1
Cc1[nH]c2c(C)cccc2c(=O)c1CN1CCCCCC1	-1	-2	7	-1	0	-3	-1.2	0	8	4
CC1C(=O)OC2C1CCC1(C)CCC(=O)C(C)C21 (configuration not stated)	-3	-3	2	-1	5	-3	2.1	-3	1	6
Cc1nc(SCC(=O)Nc2cccc(S(=O)(=O)N3CCOCC3)c2)nc(C)c1C	4	5	4	-8	0	-2	0.4	-5	-1	-4
Cc1cccc(C)c1N1CCN(S(=O)(=O)c2ccccc2)CC1	-2	1	-2	-3	8	0	1.2	-1	0	0
CCOC(=O)c1cnc(-n2nc(C)cc2C)nc1Nc1ccc(O)cc1	-1	-1	-1	2	4	7	-2.4	-3	-8	-2
Cc1ccnn1CCC(=O)N1CCCC(CCC(=O)N2CCN(c3ccccn3)CC2)C1 (configuration not stated)	4	-2	-7	-1	2	0	0.5	0	0	-1
N#Cc1ccc(-n2nccc2-c2cnc3n(c2=O)CCS3)cc1	6	6	1	-5	0	0	-1.5	-5	0	-3

One compound at a time, from the list above.
`Cc1cccc(C)c1N1CCN(S(=O)(=O)c2ccccc2)CC1` across the screens: LEDGF integ inh: -2; UHRF1 binding: 1; rCAG RNA binder: -2; mABHD4 FP: -3; HTRA1 inhibitor: 8; TCR-CD3 inh: 0; PG9 binder: 1.2; MBD2 inh: -1; Rev-erbA mod: 0; PRMT1 FP inh: 0
`CCOC(=O)c1cnc(-n2nc(C)cc2C)nc1Nc1ccc(O)cc1` across the screens: LEDGF integ inh: -1; UHRF1 binding: -1; rCAG RNA binder: -1; mABHD4 FP: 2; HTRA1 inhibitor: 4; TCR-CD3 inh: 7; PG9 binder: -2.4; MBD2 inh: -3; Rev-erbA mod: -8; PRMT1 FP inh: -2

More structures follow:
SMILES	LEDGF integ inh	UHRF1 binding	rCAG RNA binder	mABHD4 FP	HTRA1 inhibitor	TCR-CD3 inh	PG9 binder	MBD2 inh	Rev-erbA mod	PRMT1 FP inh
C/C(=N\NC(=O)c1cc(C)oc1C)c1ccc2ccccc2c1	-4	-2	-1	5	-4	-4	-1.4	4	3	3
O=C(COC(=O)Cc1ccc(Br)cc1)NC1CC1	3	1	1	1	12	5	0.3	-6	2	2
O=c1ccc2cc3c(-c4ccccc4)coc3cc2o1	0	-3	13	-11	-33	3	-3.3	2	-5	1
O=C(Nc1cccc2c1CCCC2)c1ccncc1	-4	3	-4	-8	0	-12	3.2	3	-4	-2
CCN(CC)CCNC(=O)c1[nH]c2ccc(OCc3ccccc3)cc2c1C	2	1	5	12	13	6	-3.4	-4	0	-3
OC(c1ccccc1)(c1nc(-c2cccc3cccnc23)cs1)C(F)(F)F (configuration not stated)	-4	3	3	-61	·	-3	-0.1	5	-2	11
Cc1ccc(CNC(=O)CSc2nc3c(sc4ccccc43)c(=O)n2CCCN2CCCC2)cc1	-2	-3	8	2	-20	3	1.8	-3	2	8
N#Cc1ccc(-c2csc(NC(=O)c3ccc(N4C(=O)CCC4=O)cc3)n2)cc1	1	-3	6	-1	6	2	-1.1	-4	14	-4
Cc1ccccc1C(=O)NNC(=O)C1CCCN(c2ncccn2)C1 (configuration not stated)	-8	-3	-3	1	-4	13	0.9	-7	-2	-1
CCCNC(=O)Cn1cccc1C(=O)c1ccccc1	-2	1	0	4	2	8	-0.4	5	0	-1
N=C(N)SCc1nc2ccccn2c1Br	-6	4	0	-2	-6	-2	-2.1	3	3	7
CCSc1nc2sc3c(c2c(=O)n1C1CCCCC1)CCN(C)C3	0	0	2	-2	-15	3	0.0	2	-1	0
O=C(COC(=O)CNC(=O)c1ccccc1F)Nc1ccc(Cl)cn1	0	0	4	-1	3	2	0.4	0	-13	-1
CCOC(=O)/C=C/[C@H]1CC2(CCO1)SCCCS2	-1	-1	-5	5	-11	3	-0.1	-4	6	-2
COC(=O)CSc1nc2c(c(-c3ccc(O)cc3)c1C#N)CCCC2	4	0	-1	-13	-22	4	-3.8	1	5	-1
CCC1CCCCN1c1cc(C)nc2cc(-c3cccc(C)c3)nn12 (configuration not stated)	1	-6	-4	17	-35	3	-0.3	-7	5	-2
CN(Cc1ccccc1)C(=O)CN1C(=O)NC2(CCCC2)C1=O	-6	-1	0	6	-3	-6	0.8	2	1	2
O=C(NCc1cccnc1)C1CC(c2cccc(Br)c2)=NO1 (configuration not stated)	0	-1	-2	3	0	-1	-1.6	-5	-6	1
CCCCC(=O)Nc1cc([N+](=O)[O-])ccc1Cl	5	4	-1	-4	4	1	0.9	-1	12	3
COc1ccc(OC)c(NC(=O)c2cc3sccc3n2C)c1	-2	0	7	-9	-5	-2	-1.8	-4	-3	1
CC(=O)c1ccc(C(=O)NC2CC(C)(C)Cc3c2cnn3-c2ccccc2)cc1 (configuration not stated)	1	1	-4	-7	-7	1	-3.2	0	-1	-5
Cc1cc(NC2=CC(=O)C(=O)c3ccccc32)no1	16*	-7	3	22	11	0	-8.1	-11	-1	-1
COc1ccc(-c2nn(-c3ccccc3F)cc2CNCCn2nc(C)cc2C)cc1	5	0	-10	-8	-12	3	0.2	1	3	0
COc1ccc(N(CC(=O)Nc2cc(Cl)ccc2C)S(=O)(=O)c2c(C)n[nH]c2C)cc1	1	21	2	-13	-14	-13	-1.9	-2	-4	-1
COc1cc2c(c(OC)c1OC)-c1ccc(SC)c(=O)cc1C(NC(=O)c1ccccc1)CC2 (configuration not stated)	-5	1	10	0	-7	-8	-1.6	0	5	2
Cc1ccc(S(=O)(=O)N2CCC(C(=O)NCC(C)(C)N3CCOCC3)CC2)c(C)c1	2	6	-5	-2	5	-1	-1.2	-5	0	-5
CCCn1nnnc1NC(=O)CSc1ccc(Cl)cc1	1	6	3	10	1	3	-1.8	-1	1	-2
CN(CCC1CCOCC1)C(=O)c1cc(COc2c(F)cccc2F)on1	1	1	-5	0	0	5	-0.4	1	7	7
Cc1nc(NC(=O)COC(=O)[C@@H](NC(=O)c2ccco2)C(C)C)c(Cl)cc1Cl	-8	42*	6	4	3	-2	0.3	-3	1	8
CNc1ccc(C(O)(C(F)(F)F)C(F)(F)F)cc1C(O)(C(F)(F)F)C(F)(F)F	-4	1	-6	-50	-7	-3	1.1	3	1	3
CC1(C)C(c2ccccc2)=[N+]([O-])C2(CCCCC2=O)N1O (configuration not stated)	3	3	0	2	0	-7	0.8	0	-1	6
O=C(O)c1ccc(COc2ccc3ccccc3c2)o1	2	3	3	-1	1	-2	2.3	-2	1	-4

Rewritten with values under each structure: entries from further up.
Order of results: LEDGF integ inh, UHRF1 binding, rCAG RNA binder, mABHD4 FP, HTRA1 inhibitor, TCR-CD3 inh, PG9 binder, MBD2 inh, Rev-erbA mod, PRMT1 FP inh
COc1cc2c(c(OC)c1OC)-c1ccc(SC)c(=O)cc1C(NC(=O)c1ccccc1)CC2 (configuration not stated)
 : -5, 1, 10, 0, -7, -8, -1.6, 0, 5, 2
Cc1ccc(S(=O)(=O)N2CCC(C(=O)NCC(C)(C)N3CCOCC3)CC2)c(C)c1
 : 2, 6, -5, -2, 5, -1, -1.2, -5, 0, -5
CCCn1nnnc1NC(=O)CSc1ccc(Cl)cc1
 : 1, 6, 3, 10, 1, 3, -1.8, -1, 1, -2
CN(CCC1CCOCC1)C(=O)c1cc(COc2c(F)cccc2F)on1
 : 1, 1, -5, 0, 0, 5, -0.4, 1, 7, 7
Cc1nc(NC(=O)COC(=O)[C@@H](NC(=O)c2ccco2)C(C)C)c(Cl)cc1Cl
 : -8, 42*, 6, 4, 3, -2, 0.3, -3, 1, 8
